From PubChem BioAssay
TNAP activation fold: stimulation of alkaline phosphatase TNAP activity – biochemical, luminescent, no phosphate acceptor, uHTS, primary screen (AID 1001); activation fold at 20 µM, or EC50 in µM where a hit was titrated; actives 0.03% (n = 200,000); purified TNAP, luminescent activation assay, no phosphate acceptor; higher activation fold means a stronger effect; in the data active = activation fold from about 3, or a potency from the dose series; inactive = the rest, 99 in 100 with activation fold below about 1.6; also: many of its hits are not listed in these tables
T cell HTS: T cell immune modulation candidate; 2C CD8+ T cell-vesicle binding, flow cytometry; active compounds read low; calls only at 7 µM; actives 0.068% (n = 330,000);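 active = response, share of CD8 T cells binding vesicles, and their 90th percentile fluorescence all below set limits, cut at about 80% in these data, passing the limit was not always enough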
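Material: murine 2C transgenic CD8+ T lymphocytes / Also added: QL9-peptide-loaded Drosophila micro-vesicles bearing Ld, ICAM-1 and B7-1 / Schedule: binding step 1.5 h, 37 °C, antibody labelling 20 min, ice / Signal: flow cytometry, PE anti-B7-1 (FL2) versus Alexa647 anti-CD8 (FL8), PFA-fixed / Evaluation: percent CD8+ FL2 mean versus row control / Benchmarks: naked versus QL9-loaded vesicles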
PMI inhibitors: MPI enzyme activity inhibition – biochemical, fluorescence intensity, coupled assay, primary screen (AID 1209) | purified PMI enzyme, coupled fluorescence intensity; higher % means a stronger effect | actives 0.42% (n = 190,000) | inhibition, % at 20 µM, or IC50 in µM where a hit was titrated;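 also: plate controls were DMSO vehicle for no effect and wells lacking substrate for full effect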
K1F lysis inhibition: inhibition of K1F phage lysis, E. coli UTI89, bacterial capsule biogenesis inhibitors, alamar blue (AID 488966); E. coli UTI89 K1F phage lysis, alamar blue, 2 h; higher % means a stronger effect; one-dose inhibition, % at 100 µM; IC50 in µM for titrated hits; actives 0.02% (n = 340,000);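 active = phage lysis inhibition, versus mean bacterial control, above a set limit; inconclusive = no clear call, values can overlap the other calls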;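 also: capsule biogenesis inhibitors block K1F phage lysis so surviving cells raise fluorescence; higher fluorescence means more inhibition of phage lysis; actives were called in the ten point dose series up to 300 µM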
PMI inhibition: MPI inhibition at elevated mannose 6-phosphate – biochemical, fluorescence intensity, high mannose 6-phosphate, primary screen (AID 1220). inhibition, % at 20 µM, or IC50 in µM where a hit was titrated. recombinant PMI enzyme, coupled fluorescence intensity; higher % means a stronger effect. actives 0.66% (n = 190,000)
P. falciparum M17LAP: P. falciparum M17LAP inhibitors, primary screen, biochemical, fluorogenic H-Leu-NHMec substrate, 1536-well (AID 1619); recombinant M17LAP, H-Leu-NHMec fluorogenic kinetic assay; higher % means a stronger effect; inhibition, % at 30 µM; hits with a dose series show IC50 in µM; actives 0.38% (n = 220,000);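 active = compound inhibiting the enzyme by more than half at any dose during confirmatory dose-response retesting; inconclusive = strong single-dose inhibitors picked by rank but not retested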;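 also: plate controls were full reaction with DMSO carrier for no effect and no enzyme background for full effect; strong numbers were not always called active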
West Nile virus CPE: inhibition of WNV-induced cytopathic effect – cell-based, CPE readout (AID 1621) | West Nile virus-infected cells, CPE inhibition; higher % means a stronger effect | CPE inhibition, % at 10 µM, or IC50 in µM where a hit was titrated | actives 0.02% (n = 290,000); in the data active = a potency from the dose series; inconclusive = CPE inhibition mostly from about 3.7% at the one dose, without a potency; inactive = the rest, 99 in 100 with CPE inhibition below about 2.2%; also: strong numbers were not always called active
RSV CPE inhibition: inhibition of RSV-induced cytopathic effect – HEp-2 cells, primary 10 µM value included (AID 2391) | HEp-2 cells, RSV-induced CPE inhibition; higher % means a stronger effect | CPE inhibition, % at 10 µM; hits with a dose series show IC50 in µM | actives 0.13% (n = 310,000); in the data active = a potency from the dose series; inconclusive = CPE inhibition mostly from about 23% at the one dose, without a potency; inactive = the rest, 99 in 100 with CPE inhibition below about 21%; also: strong numbers were not always called active
P. falciparum M1AAP: P. falciparum M1AAP inhibitors, biochemical, fluorogenic H-Leu-NHMec substrate, 1536-well (AID 1445); actives 0.42% (n = 220,000); inhibition, % at 30 µM, or IC50 in µM where a hit was titrated; recombinant M1AAP, H-Leu-NHMec fluorogenic kinetic assay; higher % means a stronger effect;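 active = primary inhibition above the hit cutoff, then over 50% inhibition at one or more dose response concentrations, cut at about 23% in these data, passing the limit was not always enough; inconclusive = conflicting primary data, or primary hits not chosen for dose response; inactive = low primary inhibition, or under 50% at every dose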;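 also: plate controls were DMSO full reaction for no effect and no enzyme background for full effect; strong numbers were not always called active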
T cell HTS vesicle-bound %: recorded beside T cell HTS, whose call it bears; double positive events, %; measured here: CD8+ vesicle-bound cell fraction;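 binding gate set so that unloaded-vesicle control wells show 10% double positive cells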
* marks the source's active call; other numbers are inactive results; i = inactive; ? = inconclusive; . = no result given; [ ] = remark or other dose. Rule as the data show it, unless noted: active = inhibition above about 50%; inactive = the rest.

Every second line gives: TNAP activation fold, T cell HTS, T cell HTS vesicle-bound %, PMI inhibitors, K1F lysis inhibition, PMI inhibition, P. falciparum M17LAP, West Nile virus CPE, RSV CPE inhibition, P. falciparum M1AAP
CCOC(=O)c1ccc(-c2c(-c3ccc4c(c3)OCO4)noc2-c2ccsc2)cc1F
  ., i, 18, ., 0.2%, ., ., 0.0%, 2.1%, .
Cc1ccc(-c2cc(C(=O)Nc3ccc(S(=O)(=O)Nc4cc(C)on4)cc3)c3ccccc3n2)c(C)c1
  1.1, i, 20, 11%, -0.2%, 6%, -83%, 0.1%, ?, 15%
Cc1ccc2c(c1)COc1c3ccc(C(=O)NCCO)cc3nn1-2
  ., i, 24, ., 0.1%, ., -29%, -0.5%, 7.3%, 7%
O=C(NCc1ccc2c(c1)OCO2)C1CCCCC1
  ., i, 47, ., -0.5%, ., ., -0.3%, 0.2%, .
CCC(CCC(=O)Nc1ccc(S(N)(=O)=O)cc1)C(=O)O (stereo not drawn)
  1, i, 24, 17%, 0.1%, 19%, 0%, -0.3%, 0.3%, 4%
Cc1cccc(C(=O)Nc2nnc(-c3ccco3)o2)c1
  1.1, i, 27, 2%, i, 3%, 10%, -0.2%, -1.3%, -4%
O=C(c1ccco1)N1CCN(C(=O)C2CC(c3ccc(F)cc3)=NO2)CC1 (stereo not drawn)
  1, i, 63, 6%, 3.1%, 16%, -6%, 0.2%, 1.2%, 1%
O=C(Cn1c(NCCO)nc2ccccc21)N1CCN(Cc2ccccc2)CC1
  1.1, i, 60, 0%, 0.2%, 1%, -7%, 1.5%, 3.3%, 0%
CC(C)(C)c1ccc(C(=O)Nc2nnc(C3=COCCO3)o2)cc1
  ., i, 10, ., -0.1%, ., ., 0.3%, -1.0%, .
CC1CCN(CCCCOc2ccc(Cl)cc2)CC1
  ., i, 39, ., 0.0%, ., ., -1.3%, -0.8%, .
Cc1cnc(C(=O)OCc2ccc(Br)cc2F)cn1
  ., i, 24, ., 0.1%, ., ., 0.3%, 1.8%, .
O=C(N/N=C/c1ccc([N+](=O)[O-])s1)c1ccncc1
  0.8, i, 45, 9%, 0.7%, 15%, 3%, 1.2%, 4.1%, ?
O=S(=O)(Nc1ncnc2sc3c(c12)CCC3)c1ccc2ccccc2c1
  1, i, 11, 0%, -0.1%, -8%, 0%, -0.1%, 1.7%, 28%*
CC(C(=O)Nc1nncs1)N1C(=O)C2C3C=CC(C3)C2C1=O (stereo not drawn)
  1, i, 44, 10%, 0.0%, 12%, 7%, 0.0%, 0.3%, -5%
CC(C)Oc1ccc(CC2CC(=O)NC2=O)cc1 (stereo not drawn)
  1, i, 17, -19%, 0.0%, -16%, 3%, 0.3%, 0.2%, 16%
CCOC(=O)Cc1csc(NC(=O)c2ccc(S(=O)(=O)N(CCOC)CCOC)cc2)n1
  1.1, i, 49, 8%, -0.3%, 9%, 6%, -0.3%, 0.2%, 0%
Cc1ccc(C(=O)Cn2nnc3ccccc32)cc1[N+](=O)[O-]
  ., i, 18, ., 0.8%, ., 14%, 0.2%, 2.5%, 8%
CC(Oc1ccccc1)C(=O)N=C1SC2CS(=O)(=O)CC2N1Cc1ccc(F)cc1 (stereo not drawn)
  ., i, 12, ., 0.2%, ., ., -0.3%, 0.8%, .
COc1ccc(Cl)cc1C(=O)CSc1nnnn1C1CCCC1
  1.1, i, 36, -5%, 0.1%, 3%, 5%, -0.4%, 1.8%, 4%
O=C(Nc1cccnc1)c1ccc(-c2ccc(Cl)cc2)o1
  1, i, 52, 8%, 1.2%, 1%, 15%, 0.9%, 12%, 5%
O=C(Cc1ccccc1)NCCc1c[nH]c2ccccc12
  ., i, 61, ., 0.5%, ., ., -0.5%, 0.7%, .
Cn1nnc(NC(=S)NC(=O)c2cc3ccccc3o2)n1
  ., i, 37, ., 0.1%, ., -1%, 0.0%, 1.7%, 7%
OC(CNC1Cc2ccccc2C1)c1ccccc1 (stereo not drawn)
  ., i, 25, ., 0.5%, ., ., -0.4%, 0.3%, .
CCOC(=O)c1cnc2c(OC)cccc2c1N1CCN(c2ccccn2)CC1
  1.1, i, 44, -2%, 0.1%, -2%, -1%, -0.2%, ?, 11%
COc1ccc(C2CC(c3ccc(Br)cc3)=NN2C(=O)CSC2=NCCS2)cc1 (stereo not drawn)
  1, i, 41, 25%, 0.8%, 18%, 11%, -1.0%, 43%, 9%
O=C(NCc1ccco1)c1ccc2c(c1)CCO2
  ., i, 17, ., 0.3%, ., 2%, 0.0%, 1.7%, -1%
CC(C)N(CCn1c(SCC(=O)N2CC(=O)Nc3ccccc32)nc2ccccc2c1=O)C(C)C
  1, i, 39, 5%, -0.5%, 7%, 0%, -1.2%, -1.2%, 3%
CC(=O)c1cccc(NC(=S)NNC(=O)c2ccc(C)c([N+](=O)[O-])c2)c1
  2.4, i, 27, -4%, -0.5%, 2%, 1%, -0.3%, 8.4%, -13%
CCC1C(=O)N(c2nc(C)cc(C)n2)N=C1C (stereo not drawn)
  1, i, 3, -2%, 1.7%, 0%, 9%, 0.1%, 0.9%, 1%
Cc1ccc(-n2ncc3c(=O)n(Cc4ccccn4)cnc32)cc1C
  1, i, 29, -13%, -0.4%, -17%, -4%, -1.1%, 0.3%, 5%
COc1cc(/C=C(\C#N)c2nnc(N3CCOCC3)n2-c2ccccc2)ccc1O
  0.9, i, 54, 13%, 0.0%, 13%, 11%, 0.9%, -0.2%, 10%
Cc1nnsc1C(=O)Nc1cc(Cl)ccc1Cl
  1.1, i, 38, 3%, -0.3%, 10%, 10%, -0.5%, 3.1%, -1%
Cc1nn(S(=O)(=O)c2cccc([N+](=O)[O-])c2)c(C)c1Br
  1, i, 28, 10%, -0.2%, 19%, 11%, 0.8%, 0.3%, 12%
CCOC(=O)c1cnn(-c2cc(C)cc(C)c2)c1N
  1.1, i, 56, -6%, 0.2%, -9%, 0%, 0.1%, 3.0%, 2%
Cc1cccc(N(CC(=O)NC(C)(C)C)C(=O)CCC(=O)Nc2ccccn2)c1
  ., i, 17, ., 4.7%, ., ., -0.9%, 0.0%, .
COc1ccc(C(=O)C2CCCN(Cc3cccn3-c3ccccn3)C2)c(C)c1 (stereo not drawn)
  1.1, i, 17, -1%, 1.2%, -6%, -5%, -0.7%, 1.9%, 1%
CC(CNC(=O)C(=O)NC(C)CCc1ccccc1)Cc1ccccc1 (stereo not drawn)
  1.1, i, 45, 13%, 0.3%[50 µM], 10%, -2%, 2.4%, 2.9%, 7%
CNc1cnn(-c2ccc(C)cc2)c(=O)c1Cl
  1.1, i, 32, 1%, 0.5%, -11%, 7%, 0.5%, 1.1%, 10%
CC(C)(C)NC(=O)CN1CCC(O)(c2ccccc2)CC1
  1.1, i, 20, -1%, 5.1%, 3%, 8%, -0.7%, 0.0%, 3%
CCN(CCCNC(=O)COc1cc(=O)n(CC)c2ccccc12)c1ccccc1
  1.1, i, 23, 9%, -0.7%, 14%, 2%, ., 8.3%, 1%
COc1ccc(N(CC(=O)Nc2cccc(C)c2C)S(=O)(=O)c2c(C)n[nH]c2C)cc1
  1, i, 25, 0%, 0.3%, 3%, 12%, 0.2%, 1.9%, 0%
O=C(NNC(=O)c1sccc1-n1cccc1)Nc1ccc(F)cc1
  1.2, i, 16, -5%, -0.1%, -6%, 9%, 0.8%, 4.4%, 5%
O=C(c1ccccc1Cl)N1CCc2ccccc2C1
  1.1, i, 35, -10%, 1.7%, -9%, -13%, 0.0%, 2.2%, 5%
COc1ccc(-c2c(C)oc3c(CN4CCCCC4C)c(O)ccc3c2=O)cc1OC (stereo not drawn)
  1.1, i, 34, 16%, -0.9%, 20%, -59%, 0.6%, 2.4%, 15%
COc1ccc(/C=N/NC(=O)CCc2ccccc2)cc1O
  1.1, i, 23, 4%, -0.8%, 0%, 5%, 0.0%, 4.3%, 13%
CC(=O)c1ccc(NC(=S)N2CCN(c3ccccn3)CC2)cc1
  ., i, 31, ., 0.0%, ., ., -0.5%, 22%, .
O=C(COC(=O)CC1CC2CCC1C2)Nc1c(F)cccc1F (stereo not drawn)
  1.1, i, 53, -6%, 0.7%, -9%, 25%, -0.2%, -0.5%, 0%
O=C1NC(=S)S/C1=C\c1coc2ccc(O)cc2c1=O
  ., i, 59, ., 0.1%, ., 10%, 1.2%, -0.3%, 39µM*
O=C(CN1c2cccc3cccc(c23)S1(=O)=O)NCc1ccc2c(c1)OCO2
  1.1, i, 47, 3%, -2.8%, 14%, 0%, -0.8%, 19%, 9%
Cc1ccc(C(=O)NCC(=O)NCCCc2ccccc2)cc1
  ., i, 17, ., 0.0%, ., ., -0.4%, 0.7%, .
Cc1cc(C)nc(N2CCCC(C(=O)NCc3cccs3)C2)n1 (stereo not drawn)
  1.1, i, 1, 1%, 1.8%, 5%, 2%, 0.1%, 1.2%, 7%
Cc1ccc(C)c(NC(=O)/C(C#N)=C/c2ccc(Sc3nncn3C)c([N+](=O)[O-])c2)c1
  1, i, 59, 10%, ., 18%, -1%, -0.8%, 0.3%, 1%
Cc1ccc2c(c1)N(C(C)C(=O)NCCc1ccccc1)C(=O)CO2 (stereo not drawn)
  1.1, i, 62, 11%, 0.5%, 0%, 2%, -0.3%, 0.7%, -2%
O=C(c1cccc(C(F)(F)F)c1)N1CCc2c([nH]c3ccccc23)C1C(F)(F)F (stereo not drawn)
  ., i, 34, ., -1.0%, ., -4%, -1.3%, ., 7%
CCOC(=O)c1c(S(=O)(=O)NCC(=O)Nc2ccccc2F)c(C)n(C)c1C
  ., i, 20, ., 0.0%, ., ., -0.8%, 0.3%, .
CCN(CC)c1ccc(/C=N/NC(=O)c2ccoc2C)c(O)c1
  ., i, 54, ., -1.4%[50 µM], ., 3%, 2.9%, 18%, 2%
COc1ccc(/C(N)=N/OC(=O)CCc2ccccc2)cc1
  1, i, 50, 11%, -1.5%, 19%, -9%, -1.0%, 3.9%, 4%
Cc1ccc(-c2ccc(=O)[nH]n2)cc1
  1.1, i, 14, -9%, 3.8%, -9%, 9%, ., -3.1%, 5%
Nc1ccc(O)c2c1C(=O)c1ccccc1C2=O
  0.9, i, 34, 9%, 0.8%, 41%, 26%, 0.0%, ., 3%
